PLC-gamma1 inh: PLC-gamma1 (human) inhibition, primary screen | P19174 | purified PLC-gamma1, fluorogenic substrate, fluorescence | inhibition, % at 12.2 µM | 0.84% of 370,000 active | AID 720700; in the data active = inhibition above about 9.5%
MBD2 inh: blocks human MBD2 binding to methylated DNA. Q9UBB5. TR-FRET, MBD2 binding to methylated oligonucleotide. inhibition, % at 4.4 µM. 0.31% of 370,000 active. AID 686964; in the data active = inhibition above about 13%
hcDAF-12 act: activators of H. contortus DAF-12 nuclear receptor; HEK293 hcDAF-12 lit1-tk-luc reporter, luminescence; 0% DMSO, 100% Δ7-dafachronic acid; activation, % at 6.8 µM; 1.4% of 370,000 active;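 active = activation above the mean of all tested compounds plus 3 SD, cut at about 5.5% in these data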;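 also: 100% = response to 3 µM Δ7-dafachronic acid high control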
hgDAF-12 ag: agonists of H. glycines DAF-12 nuclear receptor; 1.8% of 370,000 active; activation, % at 6.8 µM; HEK293 GAL4-hgDAF12 UAS-luciferase reporter, agonist luminescence; normalized to butyrate control;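 active = activation above a cutoff set at the mean of all screened compounds plus 3 SD, cut at about 10% in these data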;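 also: 0% = DMSO wells and 100% = sodium butyrate wells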
ADAM17 inh: inhibitors of human ADAM17. P78536. recombinant ADAM17, EDANS/DABCYL FRET peptide cleavage. inhibition, % at 6.95 µM. 0.83% of 370,000 active. AID 720648;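 active = inhibition above the mean of compounds lying between control limits plus 3 SD, set per campaign, cut at about 8.5% in these data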;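 also: 0% = DMSO-only wells as the low control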
SMARCA2 act: activators of SMARCA2 function | AID 652017 | activation, % at 9.1 µM | MG213 cells, MMTV-luciferase reporter, dexamethasone, overnight | 1% of 370,000 active; in the data active = activation above about 7.8%;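 also: 0% = vehicle wells and 100% = reference activator wells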
DAX1 inh-1: inhibits human nuclear receptor DAX1; P51843; HEK293 Gal4-DAX1 luciferase reporter, luminescence; inhibition, % at 6.75 µM; 0.99% of 340,000 active; AID 504766;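 active = inhibition above the mean over all tested compounds plus 3 SD, cut at about 4.2% in these data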;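 also: 0% = DAX1-transfected cells with DMSO and 100% = empty-vector control cells with DMSO; inhibition shows as a rise in luminescence from relieved DAX1 repression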
ssDAF12 agonist: S. stercoralis DAF-12 activation, primary screen; 1% of 370,000 active; HEK293 ssDAF-12/GRIP1 lit1-tk-luc reporter, luminescence; % of 3 µM dafachronic acid response; activation, % at 6.8 µM; AID 652126;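 active = activation above the mean over all tested compounds plus 3 SD, cut at about 0.9% in these data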;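 also: 0% = DMSO-only wells and 100% = 3 µM delta7-dafachronic acid wells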
DAX1 inh-2: inhibitors of DAX1 repression of SF-1 activated StAR promoter; HEK293T StAR-luciferase reporter, SF-1/DAX-1 repression relief; inhibition, % at 6.8 µM; 1.1% of 370,000 active; AID 652010;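 active = inhibition above the mean over all tested compounds plus 3 SD, cut at about 3.6% in these data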;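 also: 0% = DAX-1 cells with DMSO and 100% = cells lacking DAX-1 with DMSO; higher inhibition means more luminescence from relief of DAX-1 repression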
Rev-erbA mod: Rev-erb alpha (human) modulation; P20393; Rev-erbα–FITC-DNA binding, fluorescence polarization, 90 min; AID 1259318; 0.79% of 370,000 active; activity, % at 10 µM;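 active = activity above about 14%, limit read from the data; passing the limit was not always enough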;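 also: 0% = DMSO wells with 35 nM protein and 100% = DMSO wells with 750 nM protein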
PLCb3 inh: blocks human PLC-beta3 enzyme activity; Q01970; Purified PLC-beta3, fluorogenic substrate, fluorescence; inhibition, % at 12.2 µM; 0.18% of 370,000 active; in the data active = inhibition above about 11%;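 also: 0% = median of compound wells on plate and 100% = full blocker control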
Target sequence (Q01970 whole entry, looked up): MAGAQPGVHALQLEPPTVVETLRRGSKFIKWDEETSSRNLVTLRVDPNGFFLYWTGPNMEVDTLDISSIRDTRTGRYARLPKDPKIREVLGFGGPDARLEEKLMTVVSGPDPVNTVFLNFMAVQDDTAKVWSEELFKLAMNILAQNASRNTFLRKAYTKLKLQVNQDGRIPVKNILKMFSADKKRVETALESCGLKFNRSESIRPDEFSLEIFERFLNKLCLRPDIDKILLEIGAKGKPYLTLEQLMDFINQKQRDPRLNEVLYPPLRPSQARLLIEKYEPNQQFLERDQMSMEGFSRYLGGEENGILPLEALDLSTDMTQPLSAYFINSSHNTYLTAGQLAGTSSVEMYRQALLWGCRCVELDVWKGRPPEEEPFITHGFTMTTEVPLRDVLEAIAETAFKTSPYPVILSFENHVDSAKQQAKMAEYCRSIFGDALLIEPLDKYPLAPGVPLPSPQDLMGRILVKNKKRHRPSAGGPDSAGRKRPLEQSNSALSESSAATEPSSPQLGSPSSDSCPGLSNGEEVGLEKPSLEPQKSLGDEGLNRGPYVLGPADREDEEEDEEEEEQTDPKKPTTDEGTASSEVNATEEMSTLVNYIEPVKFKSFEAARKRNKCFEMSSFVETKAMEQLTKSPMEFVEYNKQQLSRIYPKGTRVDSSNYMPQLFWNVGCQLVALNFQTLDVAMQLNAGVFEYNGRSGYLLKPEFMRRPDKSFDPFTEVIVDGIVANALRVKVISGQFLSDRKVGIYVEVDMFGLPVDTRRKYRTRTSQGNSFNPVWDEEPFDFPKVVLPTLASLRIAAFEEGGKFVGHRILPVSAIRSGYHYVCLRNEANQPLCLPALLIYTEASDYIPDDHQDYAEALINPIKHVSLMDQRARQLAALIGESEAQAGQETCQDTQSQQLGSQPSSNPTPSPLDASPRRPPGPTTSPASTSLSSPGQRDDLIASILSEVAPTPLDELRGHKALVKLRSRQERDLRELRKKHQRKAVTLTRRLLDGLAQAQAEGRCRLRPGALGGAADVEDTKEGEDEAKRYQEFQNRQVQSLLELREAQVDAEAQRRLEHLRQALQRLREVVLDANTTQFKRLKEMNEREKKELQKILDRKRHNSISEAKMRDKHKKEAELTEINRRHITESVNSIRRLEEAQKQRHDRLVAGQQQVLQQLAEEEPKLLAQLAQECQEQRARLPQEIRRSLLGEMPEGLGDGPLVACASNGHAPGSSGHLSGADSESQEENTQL
Active calls of the source: *; . = no result given; & = joins results of further samples.

SMILES | PLC-gamma1 inh | MBD2 inh | hcDAF-12 act | hgDAF-12 ag | ADAM17 inh | SMARCA2 act | DAX1 inh-1 | ssDAF12 agonist | DAX1 inh-2 | Rev-erbA mod | PLCb3 inh
CC(=O)c1ccc(S(=O)(=O)N(C)C(C)CCc2ccco2)cc1 (stereo not drawn) | 0 | 5 | -0.8 | -2.3 | -4 | -2 | 0.3 | -1.7 | 0.0 | 1 | -2
CC(C)Sc1nc(-c2ccccc2)cc(=O)[nH]1 | -4 | -2 | -2.5 | -2.7 | -4 | -3 | -0.9 | -1.7 | -0.2 | 2 | -3
C[C@@H]1CCCCO[C@H](CN(C)S(=O)(=O)c2cccs2)[C@@H](C)CN([C@H](C)CO)C(=O)c2cc(NC(=O)Nc3ccc4c(c3)OCO4)ccc2O1 | 0 | -7 | 0.3 | 0.4 | 5 | -6 | 1.8 | -0.9 | -2.4 | -4 | -2
O=C(CSc1nnc(Cn2c(=O)sc3ccccc32)n1CCc1ccccc1)N1CCOCC1 | 1 | 1 | 2.5 | -1.1 | 1 | -4 | 0.0 | 0.6 | 1.5 | 1 | -4
CN(CCS(=O)(=O)c1ccc(Cl)cc1)Cc1cccnc1 | 4 | -1 | -0.5 | -2.7 | -4 | -2 | 0.6 | -1.1 | -1.1 | -3 | -2
CC(=O)c1cccc(NC(=O)CCS(=O)(=O)c2ccc(Br)s2)c1 | -2 | 1 | -0.4 | 3.6 | -5 | 2 | 0.0 | -1.9 | 0.3 | -5 | -7
CCN(CC)S(=O)(=O)c1ccc(C(=O)OCCN2C(=O)CCC2=O)cc1 | 2 | -8 | -2.1 | 0.1 | 1 | -1 | 0.2 | -0.9 | -0.8 | 3 | 3
CC(C)C(C)NC(=O)CSc1nc2scc(-c3ccco3)c2c(=O)n1-c1ccccc1 (stereo not drawn) | 0 | -1 | 0.0 | 1.1 | -1 | 0 | 0.6 | -0.7 | -0.4 | 1 | -1
CC(C)C[C@@H](CSc1ccccc1)N1CCN(C)CCC1=O | 9.7* | 5 | 1.1 | 1.3 | 0 | 4 | 1.0 | -0.8 | 0.5 | -5 | 7
O=C(c1cc(C(=O)N2CCN(c3ccc(F)cc3)CC2)cc([N+](=O)[O-])c1)N1CCN(c2ccc(F)cc2)CC1 | 0 | -4 | -5.4 | -6.3 | 0 | -1 | -3.4 | -2.2 | -1.7 | 6 | -6
CCOC(=O)c1c(NC(=O)C2C3C=CC(C3)C2C(=O)O)sc2c1CCC(C)C2 (stereo not drawn) | 0 | 8 | -2.0 | -3.1 | -5 | -5 | -0.6 | -0.2 | -0.2 | -14 | -3
Cc1ccc(Cc2c(C(C)(C)C)nc3cc(C)c(Br)c(C)n23)cc1 | 0 | 3 | 3.9 | 2.5 | -4 | 0 | . | 1.2* | -1.3 | -3 | 2
CCOC(=O)c1nc(Nc2ccc(C(=O)OC)cc2)c2ccccc2n1 | -46 | 2 | -2.4 | -0.8 | -2 | 1 | -0.8 | -1.7 | -0.5 | -2 | -61
c1ccc2c(c1)CNc1ccccc1-2 | -2 | 3 | -3.1 | -1.3 | -6 | -4 | 0.3 | -0.4 | 0.1 | -1 | -1
CSc1ccc2c(c1)N(CCC1CCCCN1C)c1ccccc1S2 (stereo not drawn) | -4 | 7 | -2.3 | 0.0 | -9 | 1 | 0.1 | -1.3 | 0.3 | -1&4 | -2
CCCCC1CCC(C(=O)N2CCOCC2)CC1 (stereo not drawn) | 0 | 3 | 0.9 | -4.3 | -23 | -4 | 1.0 | -1.2 | -0.5 | -2 | 2
Cc1[nH]c(=O)[nH]c(=O)c1S(=O)(=O)N(CC(C)C)CC(C)C | 3 | 4 | -1.8 | -0.8 | 1 | -1 | . | -1.1 | -0.1 | 3 | 6
O=C(c1ccc2c(c1)C(=O)N(Cc1ccco1)C2=O)N1CCOCC1 | -1 | -4 | -0.7 | -1.1 | -6 | -1 | 0.2 | -1.1 | 0.1 | -3 | 0
CCCCCCN(C(=O)CCCCCN1C(=O)NC(c2ccc(-c3ccccc3)cc2)C(C(=O)OCc2ccccc2)=C1C)C(C(=O)NCCCC)c1cccc(C(=O)OC)c1 (stereo not drawn) | -1 | 4 | 1.5 | 0.4 | -7 | -3 | . | -1.2 | 0.0 | -4 | -2
C[C@@H]1CN([C@H](C)CO)S(=O)(=O)c2ccc(C#Cc3ccccc3F)cc2O[C@H]1CN(C)C(=O)c1ccc2c(c1)OCO2 | -10 | -1 | -2.5 | 0.3 | 2 | 5 | -2.1 | -0.8 | -3.5 | 4 | -17
CC(C)Oc1ccc(C2CCC(=O)NC2=O)cc1 (stereo not drawn) | 0 | -4 | -0.3 | -2.1 | 0 | -1 | -1.2 | -1.3 | 0.4 | -2 | 3
COC(=O)c1ccc(OC(=O)c2nn(C)cc2Cl)c(OC)c1 | -1 | 0 | 0.8 | -0.4 | -2 | 1 | 2.7 | -1.1 | 0.2 | -3 | -3
Cn1c(SCc2cnc(-c3ccccc3)s2)nnc1C1COc2ccccc2O1 (stereo not drawn) | -1 | -3 | -1.4 | -0.7 | -6 | -1 | 0.5 | -0.1 | -0.6 | 5 | 1
CCc1nc2ccc(C(=O)NCCC(C)C)cn2c1N(CCN(C)C)CC1CC1 | -8 | 1 | -1.3 | -0.9 | -11 | -3 | . | -1.0 | -1.1 | -7 | -12
CC(C)NC(=O)CSc1ccccc1C(=O)NCc1ccc2c(c1)OCO2 | -1 | 4 | -1.3 | 0.0 | -2 | -1 | 0.7 | -0.9 | -0.3 | 3 | 0
Cc1ccc(-c2nc3cc(C)c(Br)c(C)n3c2Cc2ccccc2)cc1 | -30 | 0 | 5.6* | 9.6 | -2 | 6 | . | 0.5 | 0.9 | 5 | -49
COc1cc(OC)c(OC)cc1CNC(=O)c1cc(=O)c2ccccc2o1 | -2 | 0 | -1.6 | 1.4 | -2 | -3 | 0.6 | -1.7 | -0.2 | 1 | -8
CC(C)CC(C(=O)OCC(=O)Nc1ncc(Cl)cc1Cl)N1C(=O)c2ccccc2C1=O (stereo not drawn) | -2 | 5 | -0.7 | 0.1 | -3 | 1 | 1.8 | -1.2 | -0.1 | 4 | -2
CC(C)C(c1nnnn1Cc1ccc(F)cc1)N1CCC(C(N)=O)CC1 (stereo not drawn) | -3 | -3 | -1.3 | -3.6 | -5 | 3 | -0.6 | -1.4 | 0.3 | -1 | -1
N#CCCn1nc(-c2ccc([N+](=O)[O-])cc2)cc1Nc1ccccc1NC(=O)C(F)(F)F | 7 | -4 | 1.7 | 1.8 | 20* | -5 | -1.1 | -1.9 | -2.0 | -1 | 7
COC(=O)N/N=C/c1ccc(-c2cc(Cl)ccc2Cl)o1 | -1 | -1 | -0.5 | -0.2 | -2 | 0 | 1.1 | -1.1 | -0.2 | 3 | 1
C/C(N)=C(/C#N)C(=O)CSc1nc2ccc(C)cc2[nH]1 | -3 | 7 | 11* | 17* | -4 | 8 | 2.2 | 1.4* | 4.3* | -4 | -6
CC(C)(C)NC(=O)C(c1ccccc1)N(C(=O)c1ccco1)C1CC1 (stereo not drawn) | 0 | 7 | -0.7 | -1.7 | 0 | -2 | -0.8 | -0.9 | 0.0 | -3 | 3
CC1CN(C(=O)CNC(=O)COc2ccccc2)CC(C)O1 (stereo not drawn) | 1 | -3 | 0.9 | 1.6 | -3 | -2 | 0.6 | -1.0 | 0.2 | -9 | -3
O=C(C[n+]1ccccc1)N/N=C/c1cc(Br)ccc1F | 3 | -6 | -1.3 | 4.3 | 2 | 6 | 0.8 | -1.5 | 1.2 | 4 | -2
CC(C)OC(=S)N/C(=N\S(=O)(=O)c1ccccc1)c1ccccc1 | -14 | -6 | -1.3 | -1.2 | -1 | 2 | -0.8 | -1.4 | 0.4 | -3 | 4
CCC(CO)NCc1ccccc1OC(C)C (stereo not drawn) | 2 | -1 | -0.4 | -1.2 | -2 | 0 | 5.0* | -1.4 | -0.5 | 6 | -105
CC(C)c1nc(SCC(=O)NC2CCCC2)c2ccccc2n1 | -1 | -5 | -3.4 | 2.8 | -1 | 1 | -0.1 | -0.8 | -0.2 | 4 | -7
CCCc1cc2c(=O)c(-c3ccc4c(c3)OCCO4)coc2cc1OC(=O)c1ccco1 | -11 | -2 | 0.6 | 2.3 | -4 | 6 | 1.0 | 0.1 | 0.4 | -6 | -10
COc1cccc(NC(=O)c2ccccc2-c2nc(-c3ccc(Cl)cc3)no2)c1 | 0 | -2 | 5.1 | 6.8 | 0 | 4 | 2.1 | -0.2 | 0.1 | 9 | -14
C=C(C)Cn1c(SCC(=O)N/N=C/c2ccccc2)nc2ccccc2c1=O | 1 | 3 | -2.5 | 0.5 | -1 | -2 | -0.7 | -1.8 | 0.2 | 2 | -3
CCc1ccccc1NC(=O)CSc1nnc([C@@H](NC(=O)OC(C)(C)C)C(C)C)o1 | 3 | -1 | 0.1 | 1.7 | -1 | 4 | -0.7 | -1.3 | -1.9 | -4 | 5
FC(F)(F)c1cccc(Nc2nc(N3CCCC3)nc(N3CCCC3)n2)c1 | 2 | 0 | -0.8 | -3.2 | -1 | -2 | 0.1 | -1.5 | 0.1 | -1 | 2
CC(C)(C)CC(C)(C)c1ccc(OCC(=O)N/N=C/c2ccc(S(=O)(=O)O)o2)cc1 | 0 | -1 | 1.6 | -0.8 | 1 | -2 | 1.5 | -0.9 | 0.0 | 4 | -3
O=C(OCn1nnc2ccccc2c1=O)c1cccnc1Cl | 12* | -2 | -1.0 | -1.8 | 3 | -3 | -0.3 | -0.7 | 0.2 | 2 | 8
Cc1ccccc1N=C1c2cc([N+](=O)[O-])ccc2-c2ncccc21 | -2 | -6 | 4.2 | 4.8 | -2 | 0 | -0.6 | -0.6 | -0.4 | 7 | -8
COc1cc(NC(=O)c2ccco2)c(OC)cc1NC(=O)CCC(=O)Nc1cc(C)cc(C)c1 | -11 | 1 | -1.7 | -2.1 | -14 | -2 | 0.6 | -1.3 | -0.9 | -6 | -13
Cc1ccc(CNC(=O)C2CC2c2ccccc2)cc1 (stereo not drawn) | -2 | 0 | -1.8 | 1.6 | 3 | -1 | 0.4 | -1.2 | 1.2 | 2 | 1

4 compounds drawn at random from those above, as already listed:
SMILES | PLC-gamma1 inh | MBD2 inh | hcDAF-12 act | hgDAF-12 ag | ADAM17 inh | SMARCA2 act | DAX1 inh-1 | ssDAF12 agonist | DAX1 inh-2 | Rev-erbA mod | PLCb3 inh
CC(C)(C)CC(C)(C)c1ccc(OCC(=O)N/N=C/c2ccc(S(=O)(=O)O)o2)cc1 | 0 | -1 | 1.6 | -0.8 | 1 | -2 | 1.5 | -0.9 | 0.0 | 4 | -3
COc1cc(NC(=O)c2ccco2)c(OC)cc1NC(=O)CCC(=O)Nc1cc(C)cc(C)c1 | -11 | 1 | -1.7 | -2.1 | -14 | -2 | 0.6 | -1.3 | -0.9 | -6 | -13
FC(F)(F)c1cccc(Nc2nc(N3CCCC3)nc(N3CCCC3)n2)c1 | 2 | 0 | -0.8 | -3.2 | -1 | -2 | 0.1 | -1.5 | 0.1 | -1 | 2
Cc1ccc(CNC(=O)C2CC2c2ccccc2)cc1 (stereo not drawn) | -2 | 0 | -1.8 | 1.6 | 3 | -1 | 0.4 | -1.2 | 1.2 | 2 | 1

From PubChem
